# Compound activity: PubChem, several laboratories
# M17LAP inhibition: P. falciparum M17LAP inhibitors, primary screen, biochemical, fluorogenic H-Leu-NHMec substrate, 1536-well (AID 1619) | recombinant M17LAP, H-Leu-NHMec fluorogenic kinetic assay; higher % means a stronger effect | inhibition, % at 30 µM; hits with a dose series show IC50 in µM | 0.38% of 220,000 active;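 active = compound inhibiting the enzyme by more than half at any dose during confirmatory dose-response retesting; inconclusive = strong single-dose inhibitors picked by rank but not retested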;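 note: plate controls were full reaction with DMSO carrier for no effect and no enzyme background for full effect; strong numbers were not always called active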
# T cell HTS: T cell immune modulators affecting CD8 T cell-vesicle binding; 2C CD8+ T cell-vesicle binding, flow cytometry; hits give low values; calls only at 7 µM; 0.068% of 330,000 active;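 active = response, share of CD8 T cells binding vesicles, and their 90th percentile fluorescence all below set limits, cut at about 80% in these data, passing the limit was not always enough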
#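 Assay system: 2C TCR transgenic mouse naive CD8+ T cells, MACS-purified | Read-out: CD8+ gate FL2 mean fluorescence as % of same-row positive control | Signal: High-throughput flow cytometry with anti-B7-1 and anti-CD8 staining | Timing: Binding step 1.5 h, 37 °C, antibody labelling 20 min, ice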
# human PMI inhibitors: MPI inhibition at elevated mannose 6-phosphate – biochemical, fluorescence intensity, high mannose 6-phosphate, primary screen (AID 1220); recombinant PMI enzyme, coupled fluorescence intensity; higher % means a stronger effect; inhibition, % at 20 µM; hits with a dose series show IC50 in µM; 0.66% of 190,000 active
# P. falciparum M1AAP: malaria alanyl aminopeptidase activity blockers – biochemical, fluorogenic H-Leu-NHMec substrate, 1536-well (AID 1445) | recombinant M1AAP, H-Leu-NHMec fluorogenic kinetic assay; higher % means a stronger effect | inhibition, % at 30 µM; hits with a dose series show IC50 in µM | 0.42% of 220,000 active;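 active = primary inhibition above the hit cutoff, then over 50% inhibition at one or more dose response concentrations, cut at about 23% in these data, passing the limit was not always enough; inconclusive = conflicting primary data, or primary hits not chosen for dose response; inactive = low primary inhibition, or under 50% at every dose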;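 note: plate controls were DMSO full reaction for no effect and no enzyme background for full effect; strong numbers were not always called active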
# UTI89 phage lysis: inhibition of K1F phage lysis, E. coli UTI89, bacterial capsule biogenesis inhibitors, alamar blue (AID 488966); E. coli UTI89 K1F phage lysis, alamar blue, 2 h; higher % means a stronger effect; inhibition, % at 100 µM, or IC50 in µM where a hit was titrated; 0.02% of 340,000 active;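 active = phage lysis inhibition, versus mean bacterial control, above a set limit; inconclusive = no clear call, values can overlap the other calls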;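 note: capsule biogenesis inhibitors block K1F phage lysis so surviving cells raise fluorescence; higher fluorescence means more inhibition of phage lysis; actives were called in the ten point dose series up to 300 µM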
# RSV antiviral HEp-2: inhibition of RSV-induced cytopathic effect – HEp-2 cells, primary 10 µM value included (AID 2391); HEp-2 cells, RSV-induced CPE inhibition; higher % means a stronger effect; 0.13% of 310,000 active; CPE inhibition, % at 10 µM, or IC50 in µM where a hit was titrated; in the data active = a potency from the dose series; inconclusive = CPE inhibition mostly from about 23% at the one dose, without a potency; inactive = the rest, 99 in 100 with CPE inhibition below about 21%; note: strong numbers were not always called active
# TNAP activation fold: stimulation of alkaline phosphatase TNAP activity – biochemical, luminescent, no phosphate acceptor, uHTS, primary screen (AID 1001); purified TNAP, luminescent activation assay, no phosphate acceptor; higher activation fold means a stronger effect; 0.03% of 200,000 active; activation fold at 20 µM; hits with a dose series show EC50 in µM; in the data active = activation fold from about 3, or a potency from the dose series; inactive = the rest, 99 in 100 with activation fold below about 1.6; note: many of its hits are not listed in these tables
# human PMI inhibition: MPI enzyme activity inhibition – biochemical, fluorescence intensity, coupled assay, primary screen (AID 1209); purified PMI enzyme, coupled fluorescence intensity; higher % means a stronger effect; one-dose inhibition, % at 20 µM; IC50 in µM for titrated hits; 0.42% of 190,000 active;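 note: plate controls were DMSO vehicle for no effect and wells lacking substrate for full effect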
# West Nile virus CPE: West Nile virus antiviral activity, cell-based, CPE readout (AID 1621); 0.02% of 290,000 active; West Nile virus-infected cells, CPE inhibition; higher % means a stronger effect; one-dose CPE inhibition, % at 10 µM; IC50 in µM for titrated hits; in the data active = a potency from the dose series; inconclusive = CPE inhibition mostly from about 3.7% at the one dose, without a potency; inactive = the rest, 99 in 100 with CPE inhibition below about 2.2%; note: strong numbers were not always called active
# T cell HTS vesicle-bound %: recorded beside T cell HTS, whose call it bears; double positive events, %; measured here: CD8+ vesicle-bound cell fraction;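 binding gate set so that unloaded-vesicle control wells show 10% double positive cells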
# * hit, by the source's call; i = inactive; ? = inconclusive; . = no result given; [ ] = remark or other dose. Cut-off read from the data, not from the text of the source, unless noted: active = inhibition above about 50%; inactive = the rest.
SMILES,M17LAP inhibition,T cell HTS,T cell HTS vesicle-bound %,human PMI inhibitors,P. falciparum M1AAP,UTI89 phage lysis,RSV antiviral HEp-2,TNAP activation fold,human PMI inhibition,West Nile virus CPE
COc1ccc(C)cc1NC(=O)C1CC(=O)N(Cc2ccco2)C1 (stereo not drawn),9%,i,10,5%,-5%,0.0%,1.4%,1.2,1%,0.2%
Cc1cccc(NC(=S)NCc2ccc3c(c2)OCO3)c1C,-4%,i,45,13%,-1%,3.2%,0.9%,1.1,5%,0.3%
CCOC(=O)C(C)Sc1nc(N)c(NC(=O)c2ccc(OC)c(OC)c2)c(=O)[nH]1 (stereo not drawn),14%,i,30,8%,13%,1.2%,2.4%,1.1,7%,0.0%
CCc1cccc(NC(=O)C2CCCN(S(=O)(=O)c3ccc4[nH]c(=O)ccc4c3)C2)c1 (stereo not drawn),.,i,11,.,.,0.1%,2.0%,.,.,-0.3%
O=c1oc(-c2cc3ccccc3o2)nc2sc3c(c12)CCCC3,-7%,i,29,11%,14%,-0.1%,10%,1.1,11%,-0.2%
O=C(CN1CCc2ccccc2C1)Nc1ccccc1N1CCCCCC1,9%,i,23,-21%,2%,5.7%,3.5%,1.1,7%,-0.2%
COc1nc(C)ccc1-c1noc(-c2ccncc2)n1,0%,i,28,-8%,2%,-0.2%,4.8%,1.1,-2%,0.3%
CC1=NN(c2ccc(C)c(C)c2)C(=O)C1C(c1cccc(O)c1)C1C(=O)N(c2ccc(C)c(C)c2)N=C1C (stereo not drawn),7%,i,28,27%,21%,2.1%,-0.8%,0.9,15%,-0.2%
O=C(COC(=O)/C=C/c1ccccc1[N+](=O)[O-])Nc1ccc(OCc2ccccc2)cc1,-4%,i,40,0%,9%,3.4%,-0.2%,1.1,-8%,0.0%
O=C(O)CS(=O)CC(=O)Nc1cccc(C(F)(F)F)c1 (stereo not drawn),5%,i,53,-5%,5%,0.0%,2.9%,1.1,-6%,-0.4%
COc1cccc(/C=N/NC(=O)C[n+]2ccccc2)c1OC,-1%,i,42,5%,8%,0.0%,1.9%,1.1,10%,0.9%
COc1ccc(-c2nnc(SCc3cccc(C)c3)n2N)cc1,-2%,i,38,0%,2%,0.6%,2.1%,1.1,2%,-0.6%
CC(C)=NOc1nc(N(C)C)nc(N(C)C)n1,-5%,i,8,5%,17%,0.8%[50 µM],-0.5%,1,5%,-0.4%
COC(=O)c1ccc(Cn2cc(C(F)(F)F)ccc2=O)cc1,1%,i,57,1%,1%,-0.8%,1.6%,1.1,-8%,-0.2%
Cc1ccc(S(=O)(=O)CNC(=S)c2ccc3ccccc3c2)cc1,10%,i,5,0%,-1%,0.4%,0.7%,1.1,4%,0.6%
CN(CC1CCCN(CCc2ccc(Cl)cc2)C1)C(=O)c1ccco1 (stereo not drawn),.,i,54,.,.,-0.1%,0.1%,.,.,-0.1%
Cc1c(C(=O)N2CCc3ccccc3C2)oc2ccccc12,.,i,62,.,.,2.6%[50 µM],6.3%,.,.,-0.4%
CC(=O)N1N=C(c2ccco2)CC1c1ccco1 (stereo not drawn),.,i,24,.,.,0.7%,-0.2%,.,.,-0.3%
CC(=O)c1cc2c(cc1N(C(=O)c1ccco1)C(C(=O)NC1CCCC1)c1ccccc1F)OCO2 (stereo not drawn),.,i,53,.,.,0.3%,0.9%,.,.,-0.4%
Cc1ccc(C(=O)NC(=S)Nc2ccc3[nH]c(=O)[nH]c3c2)cc1C,17%,i,41,14%,1%,1.1%,1.2%,1.1,15%,-0.7%
O=C(COC(=O)C1CCN(S(=O)(=O)c2ccc3c(c2)OCCO3)CC1)Nc1ccccc1OC(F)F,-5%,i,53,10%,-3%,5.6%,1.3%,1.2,15%,1.4%
COc1cc(/C=N/O)ccc1OCc1ccccc1Cl,11%,i,33,14%,7%,2.6%,0.2%,1.1,20%,1.2%
O=C(O)c1ccccc1C(=O)Nc1nc(-c2ccccc2)cs1,.,i,21,.,.,-0.6%,0.9%,.,.,-0.1%
O=C(NC1CCCC1)c1ccc(CS(=O)Cc2ccc(Cl)cc2)o1 (stereo not drawn),.,i,16,.,.,0.4%,2.6%,.,.,-0.5%
CC(C)C(NC(=O)c1ccccc1NC(=O)c1ccco1)C(=O)NNC(=O)c1ccncc1 (stereo not drawn),6%,i,20,.,10%,0.1%,.,.,.,0.3%

# Ordered by count of non-hydrogen atoms (lowest first): part of the list above.
SMILES,M17LAP inhibition,T cell HTS,T cell HTS vesicle-bound %,human PMI inhibitors,P. falciparum M1AAP,UTI89 phage lysis,RSV antiviral HEp-2,TNAP activation fold,human PMI inhibition,West Nile virus CPE
COc1cc(/C=N/O)ccc1OCc1ccccc1Cl,11%,i,33,14%,7%,2.6%,0.2%,1.1,20%,1.2%
COc1ccc(-c2nnc(SCc3cccc(C)c3)n2N)cc1,-2%,i,38,0%,2%,0.6%,2.1%,1.1,2%,-0.6%
COc1ccc(C)cc1NC(=O)C1CC(=O)N(Cc2ccco2)C1 (stereo not drawn),9%,i,10,5%,-5%,0.0%,1.4%,1.2,1%,0.2%

# (continued)
SMILES,M17LAP inhibition,T cell HTS,T cell HTS vesicle-bound %,human PMI inhibitors,P. falciparum M1AAP,UTI89 phage lysis,RSV antiviral HEp-2,TNAP activation fold,human PMI inhibition,West Nile virus CPE
CCN(CC)C(=O)CNC(=O)c1nn(-c2ccc(OC)c(Cl)c2)c(=O)c2ccccc12,.,i,32,.,.,0.7%[50 µM],1.5%,.,.,-0.6%
CC(=Nc1ccccc1)c1sc2ccccc2c1O,-11%,i,27,19%,12%,0.4%,?,1,20%,-0.4%
CCn1c(SCC(=O)Nc2nonc2C)nnc1-c1ccoc1C,-18%,i,58,5%,3%,4.3%,2.8%,1.1,3%,0.2%
CCn1c(=O)n(CC)c2cc(N3CCCC3)c(NC(=O)c3ccc(C)cc3)cc21,.,i,32,.,.,-0.3%,19%,.,.,1.2%
Cc1ccc(NC(=O)CS(=O)CC(=O)NC(C)CCc2ccco2)cc1Cl (stereo not drawn),13%,i,32,-10%,9%,-1.6%,1.4%,1.1,-5%,-0.1%
O=CN1CCc2scc[n+]2-c2ccccc21,8%,i,38,-5%,7%,0.0%,2.2%,1.1,11%,0.3%
O=C(Nc1ccccc1)C12CC3CC(C1)CC(n1cnc([N+](=O)[O-])n1)(C3)C2,-11%,i,59,3%,9%,-0.5%,2.3%,1.1,1%,-0.1%
Cc1onc(-c2ccccc2)c1CNS(=O)(=O)c1cccc(Br)c1,-3%,i,41,.,3%,-0.6%,1.5%,.,.,-1.0%
CCOc1ncccc1-c1nc(-c2cccs2)no1,.,i,63,.,.,0.1%,6.1%,.,.,0.7%
CCN(CC)c1ccc(C2C3CCCCC3(O)CCN2CC(=O)N2CCCCC2)cc1 (stereo not drawn),-1%,i,11,19%,13%,0.1%,-0.4%,1.1,4%,-0.6%
CCOc1ccccc1OCCCC(=O)N1CCN(S(=O)(=O)c2ccc(C)cc2)CC1,-2%,i,10,-4%,-1%,-4.5%,0.1%,0.9,-1%,-0.9%
CC(C)C(=O)c1cn(CC(=O)N2CCCc3ccccc32)c2ccccc12,-11%,i,39,0%,5%,0.1%,1.4%,1,3%,-0.5%
Cc1ccc(P(=O)(CSC(=N)N)c2ccc(C)cc2)cc1,5%,i,49,2%,6%,-0.1%,0.7%,0.6,-2%,-0.9%
COc1cc(C#N)c(NS(=O)(=O)c2ccc3[nH]c(=O)sc3c2)cc1OC,.,i,62,.,.,0.3%,5.2%,.,.,0.6%
CCc1cc(C)c(O)c(CC)n1,-6%,i,8,7%,4%,1.1%,-1.0%,1,7%,0.4%
COC(=O)Cc1cc(=O)[nH]c(/N=C(\N)Nc2cccc(C)c2)n1,-8%,i,30,8%,2%,-0.1%,-0.5%,1.1,10%,0.3%
COc1ccc(CN2CCN(Cc3cc(=O)oc4cc(C)ccc34)CC2)c(OC)c1OC,.,i,35,.,.,-0.1%,0.2%,.,.,-1.1%
COc1ccc(C(=O)Nc2nnc(SCC(=O)NCC3CCCO3)s2)cc1OC (stereo not drawn),.,i,42,.,.,0.1%,2.6%,.,.,0.1%
C=CCc1ccccc1Oc1cc(F)nc(N)n1,.,i,56,.,.,0.6%,2.6%,.,.,0.5%
Cc1cc(Br)ccc1OCC(=O)N1CCCCCC1,19%,i,15,-5%,1%,8.8%,1.5%,0.9,-3%,-0.7%
CC1CN(C)C(C)C/C1=N\Oc1ccc([N+](=O)[O-])cc1 (stereo not drawn),18%,i,54,-6%,-3%,1.1%,-2.2%,1,-8%,3.4%
O=C(O)CCN1CCc2ccccc2C1c1ccncc1 (stereo not drawn),.,i,37,.,.,0.2%,1.5%,.,.,-0.1%
Cn1c(=O)c2c(nc(SCC(=O)Nc3ccccc3N3CCCCC3)n2C)n(C)c1=O,6%,i,0,4%,1%,0.1%,2.5%,1.1,11%,0.2%
COc1ccc(CCNC(=O)C(=O)NCC2OCCN2S(=O)(=O)c2ccc(Br)cc2)cc1 (stereo not drawn),5%,i,36,-10%,-4%,-5.0%,2.9%,1.1,-2%,-1.7%
CCOC(=O)N1CCN(S(=O)(=O)c2c(C)nc3scc(C)n3c2=O)CC1,.,i,31,.,.,4.5%,-1.7%,.,.,-0.7%
CC1CCN(CC(=O)c2c[nH]c3ccccc23)CC1,14%,i,32,-3%,1%,3.4%,0.7%,1.1,-1%,0.0%
CC(C)N(CCO)C(=O)CCc1nnc(CCCc2ccccc2)o1,-11%,i,62,13%,-11%,0.1%,1.4%,1.1,12%,0.0%
CC1=C(C(=O)OCc2ccccc2)C(c2cccnc2)n2ncnc2N1 (stereo not drawn),-2%,i,46,2%,10%,2.6%,-0.1%,1.1,6%,-0.1%

# Of the compounds above, 3 contain bromine:
SMILES,M17LAP inhibition,T cell HTS,T cell HTS vesicle-bound %,human PMI inhibitors,P. falciparum M1AAP,UTI89 phage lysis,RSV antiviral HEp-2,TNAP activation fold,human PMI inhibition,West Nile virus CPE
Cc1onc(-c2ccccc2)c1CNS(=O)(=O)c1cccc(Br)c1,-3%,i,41,.,3%,-0.6%,1.5%,.,.,-1.0%
Cc1cc(Br)ccc1OCC(=O)N1CCCCCC1,19%,i,15,-5%,1%,8.8%,1.5%,0.9,-3%,-0.7%
COc1ccc(CCNC(=O)C(=O)NCC2OCCN2S(=O)(=O)c2ccc(Br)cc2)cc1 (stereo not drawn),5%,i,36,-10%,-4%,-5.0%,2.9%,1.1,-2%,-1.7%
